Screens deposited in PubChem BioAssay by National Center for Advancing Translational Sciences (NCATS).
TDP1 inh: TDP1 (human) enzyme inhibition | Potency, µM (series often up to 130 µM), without a hit: at the top dose activity change, negative = inhibition, usual class: inhibitors | AID 485290 | Q9NUW8 | recombinant TDP1, AlphaScreen DNA substrate cleavage | 350,000 tested, 0.28% active; note: nearly all actives have a fitted effect of over 40% in size
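Compounds were preincubated with Tdp1 (1 nM final) for 15 min at room temperature before substrate (15 nM final) started a 5 min reaction; beads (10 ug/ml final) were then added for 10 min before AlphaScreen detection.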
KAT2A inh: GCN5L2 (KAT2A) acetyltransferase inhibition; GCN5L2 HAT assay, ThioGlo1 CoA-SH fluorescence; 390,000 tested, 0.21% active; Q92830; Potency, µM (titrated, usually from 58.9 µM), without a hit: at the top dose activity change, negative = inhibition, hits mostly inhibitors
Target sequence (Q92830 whole entry, looked up): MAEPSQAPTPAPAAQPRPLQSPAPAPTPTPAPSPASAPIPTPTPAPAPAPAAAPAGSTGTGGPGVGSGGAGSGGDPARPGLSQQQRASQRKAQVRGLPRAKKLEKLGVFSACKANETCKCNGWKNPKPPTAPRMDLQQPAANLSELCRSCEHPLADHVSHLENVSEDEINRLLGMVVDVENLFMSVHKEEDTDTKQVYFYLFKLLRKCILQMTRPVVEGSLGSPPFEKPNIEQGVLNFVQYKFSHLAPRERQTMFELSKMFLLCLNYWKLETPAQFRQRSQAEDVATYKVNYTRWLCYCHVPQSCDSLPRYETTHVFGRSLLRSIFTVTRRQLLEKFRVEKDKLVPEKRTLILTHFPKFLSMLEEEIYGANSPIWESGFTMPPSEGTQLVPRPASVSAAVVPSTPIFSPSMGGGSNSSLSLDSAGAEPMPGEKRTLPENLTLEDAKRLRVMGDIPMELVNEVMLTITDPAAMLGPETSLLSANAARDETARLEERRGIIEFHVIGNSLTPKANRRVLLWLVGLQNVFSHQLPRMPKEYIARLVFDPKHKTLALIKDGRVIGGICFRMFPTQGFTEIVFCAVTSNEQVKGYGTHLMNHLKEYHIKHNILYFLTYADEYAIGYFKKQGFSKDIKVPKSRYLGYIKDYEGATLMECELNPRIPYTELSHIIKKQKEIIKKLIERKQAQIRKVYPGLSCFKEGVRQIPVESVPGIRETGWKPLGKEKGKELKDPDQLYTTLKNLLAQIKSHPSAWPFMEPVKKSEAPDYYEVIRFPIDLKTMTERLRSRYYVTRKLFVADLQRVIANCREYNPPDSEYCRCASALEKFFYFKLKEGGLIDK
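ThioGlo1-coupled HAT assay: 20nM GCN5L2, 70uM acetyl-CoA, 75uM H3(1-25) peptide, pH 7.5. Fluorescence read at 340/540nm at start and after 20 min at room temperature.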
DT40 TDP1 no CPT: qHTS for Inhibitors of human tyrosyl-DNA phosphodiesterase 1 (TDP1): qHTS in cells in absence of CPT; DT40 Tdp1-/- hTDP1 cells, no CPT, ATP luminescence, 48 h; Potency, µM (highest dose often 46.2 µM), inactives show top-dose activity change, negative = growth inhibition, most hits filed as inhibitors; 420,000 tested, 15% active; AID 686978, 2013; note: nearly all actives have a fitted effect of over 55% in size
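Readout: luminescence from CellTiter-Glo after 30 min in the dark at RT. Cells: DT40 Tdp1-/- with stable hTDP1, 400/well. Exposure: compounds alone, ≥48 hr, 37 °C.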
* = called active by the depositor; u = inconclusive; x = not tested or not shown; & = joins results of further samples; [ ] = dose if it differs, or a comment. Calls come from the whole dose curve; as a rule, active = well fitted curve in the direction sought with a large enough effect; inconclusive = small, poorly fitted or top-dose-only effect, or another doubt; inactive = no such curve, though single readings can be large; an effect the other way counts as inactive or inconclusive. % is set by controls: 0 for no effect and ±100 for the full control effect; potency is the fitted concentration of half-maximal effect. This is a subset. The share of hits here may be higher or lower than overall.

The opening five records, to show the layout:
SMILES	TDP1 inh	KAT2A inh	DT40 TDP1 no CPT
Cc1ccc(S(=O)(=O)NCC(=O)N(CC(=O)NCc2ccco2)Cc2ccc(F)cc2)cc1	x	-1.5%	-18.7%
Cc1cc(SCc2ccc(Cl)cc2Cl)nc(=O)[nH]1	0.3%	-11.0%	10.3µM*
CSc1ccccc1C(=O)NC1CCCc2ccccc21 (stereo unspecified)	-2.7%	-4.7%	u
COc1ccc(C(=O)N/N=C(\C)CC(=O)Nc2ccc3c(c2)OCCO3)c(OC)c1	4.5%	-0.9%	-5.9%
COc1cccc(C(=O)Nc2ccc(C(=O)c3ccccc3)cc2)c1	x	-6.9%	16.4µM*

The list itself, previewed entries included:
SMILES	TDP1 inh	KAT2A inh	DT40 TDP1 no CPT
Cc1ccc(S(=O)(=O)NCC(=O)N(CC(=O)NCc2ccco2)Cc2ccc(F)cc2)cc1	x	-1.5%	-18.7%
Cc1cc(SCc2ccc(Cl)cc2Cl)nc(=O)[nH]1	0.3%	-11.0%	10.3µM*
CSc1ccccc1C(=O)NC1CCCc2ccccc21 (stereo unspecified)	-2.7%	-4.7%	u
COc1ccc(C(=O)N/N=C(\C)CC(=O)Nc2ccc3c(c2)OCCO3)c(OC)c1	4.5%	-0.9%	-5.9%
COc1cccc(C(=O)Nc2ccc(C(=O)c3ccccc3)cc2)c1	x	-6.9%	16.4µM*
COc1ccc(C(=O)NC2CCN(S(=O)(=O)c3ccc(C)cc3)CC2)cc1	x	-0.7%	2.6%
COc1ccccc1Nc1nc(N)nc(CSC(=S)N2CC(C)CC(C)C2)n1 (stereo unspecified)	-2.8%	4.7%	u
CCc1cc(C(=O)N2CCCC(C(=O)c3cccc4ccccc34)C2)n(C)n1 (stereo unspecified)	2.7%	-12.3%	14.6µM*
CC(=O)OC(C)CS(=O)(=O)c1ccccc1 (stereo unspecified)	-8.1%	-2.8%	8.9%
COc1ccc(S(=O)(=O)N2CCCN(CC(=O)Nc3ccccc3F)CC2)cc1	4.0%	-10.0%	u
CN1c2ccccc2C(C)(C)C12C=Nc1c(cc(N3CCOCC3)c3ccccc13)O2 (stereo unspecified)	2.0%	-1.1%	u
CC(C)N1CC(COc2ccc(Br)cc2)OC1=O (stereo unspecified)	x	-27.2%	9.3%

3 structures already listed, ordered by SMILES length, smallest number first:
SMILES	TDP1 inh	KAT2A inh	DT40 TDP1 no CPT
CC(C)N1CC(COc2ccc(Br)cc2)OC1=O (stereo unspecified)	x	-27.2%	9.3%
COc1ccc(C(=O)N/N=C(\C)CC(=O)Nc2ccc3c(c2)OCCO3)c(OC)c1	4.5%	-0.9%	-5.9%
Cc1ccc(S(=O)(=O)NCC(=O)N(CC(=O)NCc2ccco2)Cc2ccc(F)cc2)cc1	x	-1.5%	-18.7%

(cont.)
SMILES	TDP1 inh	KAT2A inh	DT40 TDP1 no CPT
C=CCSc1nc2sc(-c3ccccc3)cc2c(=O)n1N	1.0%	-2.1%	u
COc1ccc(N2CCN(C(=O)COC(=O)COc3ccc(C#N)cc3)CC2)cc1	x	-3.5%	2.5%
C#CCCOC(=O)N1C2=NC(C(=O)OC)=C(C(=O)OC)[C@@H]3Nc4ccccc4[C@]23C[C@H]1C(=O)OC	2.1%[21 µM]	x	10.7%
COc1ccc(N2C(=O)CC2(C#N)c2ccc(OCc3ccccc3)cc2)cc1 (stereo unspecified)	-1.1%	-4.0%	1.3%
Cc1cccc(NC(=O)CN(CC2CCCO2)C(=O)c2cc(S(=O)(=O)N(C)C)ccc2F)c1C (stereo unspecified)	1.3%	1.6%	-12.3%
O=C(O)c1oc2ccccc2c1CSc1ccc(Cl)cc1	8.0%	-3.1%	u
COc1ccc(-c2[nH]ncc2CN2CCC(c3ccncc3)CC2)cc1F	x	-1.9%	-2.7%
CCOC(=O)CCC(=O)Nc1ccc(S(=O)(=O)N2CCCCC2)cc1	-2.4%	-20.1%	-17.3%
Cn1c(NNC(=O)c2ccccc2F)cc(=O)n(C)c1=O	x	u	-4.1%
COc1ccc(N2C(=O)C(CC(=O)Nc3ccccc3)N(Cc3ccc4c(c3)OCO4)C2=O)cc1 (stereo unspecified)	6.7%	-3.6%	-10.7%
O=C(c1cccc(NS(=O)(=O)c2cccc(F)c2)c1)N1CCN(c2ccccc2)CC1	x	-1.9%	u
CC(=O)Nc1ccc(CCc2nc3ccccc3[nH]2)cc1	x	-2.5%	-4.0%
CC(=O)c1cccc(S(=O)(=O)N2CCC(C(=O)O)CC2)c1	-7.4%	-12.3%	12.1%
CCOC(=O)c1ccc(-c2c(-c3ccc4c(c3)OCO4)noc2C)cc1F	x	-5.1%	u
COc1ccc(C(=O)NCCS(=O)(=O)NCc2ccc(F)cc2)cc1	-0.7%	-5.6%	-10.3%
CN(C)c1cccc(C(=O)N2CCCC(CCC(=O)N3CCN(c4ccccn4)CC3)C2)c1 (stereo unspecified)	9.1%	-20.5%	u
CCN(CC)c1ncc(C)c(=O)[nH]1	1.1%	0.8%	2.3%
Oc1ccc(N2CCN(c3nc(-c4cccs4)nc4ccccc34)CC2)cc1	8.0%	0.4%	u
CN(C)CCCN1C(=O)CSC1c1ccc([N+](=O)[O-])cc1 (stereo unspecified)	0.0%	0.4%	-10.4%
O=C(Nc1nc(-c2ccc(Cl)cc2)cs1)C1=COCCO1	3.5%	-4.6%	23.1µM*
CCn1nc(C)c(NC(=O)/C=C/c2ccc(OC)c(COc3ccc(Br)cc3)c2)c1C	-2.5%	-3.8%	20.6µM*
Cn1cccc1-c1cc(C(=O)O)[nH]n1	0.0%	2.1%	-10.7%
CC(C)NS(=O)(=O)c1ccc(OCC(=O)NCc2ccccc2)cc1	0.0%	-2.7%	1.6%
O=C(CN(c1cccc(C(F)(F)F)c1)S(=O)(=O)c1ccccc1)Nc1cccc(Cl)c1	9.3%	-10.9%	14.6µM*
CCOC(=O)N/N=C(/C)c1cccc(-n2cnnn2)c1	1.2%	-1.2%	-15.5%
O=C(c1ccccc1)N1CCN(Cc2cccc(Oc3ccccc3)c2)CC1	5.1%	-3.3%	u
Cc1nn(Cc2ccccc2)c2c1C(c1cccc(Cl)c1)C(C#N)=C(N)O2 (stereo unspecified)	5.0%	-3.5%	18.4µM*
CC(=O)Nc1ccc(C(=O)N(C)C(C(=O)Nc2ccccc2)c2ccccn2)cc1 (stereo unspecified)	2.7%	-1.2%	-17.6%
CCc1nnc(NC(=O)CSc2nnc3c4ccccc4n(C)c3n2)s1	4.0%	u	-25.9%
Cc1ccc(S(=O)(=O)/N=S(\C)CC2CC2(Cl)Cl)cc1 (stereo unspecified)	2.8%	-0.9%	6.4%
CCOc1cc(CNCC(C)C)c(Cl)cc1OCC(=O)Nc1ccccc1	-5.1%	-6.4%	u
Cc1ccc(NC(=O)CS(=O)CC(=O)Nc2ccccc2-c2ccc(C)o2)cc1 (stereo unspecified)	x	-2.0%	-25.9%
COc1ccc2[nH]c(=O)c(CN(Cc3cccnc3)S(=O)(=O)c3ccccc3F)cc2c1	0.7%[0.0935 µM]	-3.8%	18.4µM*
CC(=O)NC1(C(=O)O)CCCC1	2.7%	u	-22.9%
O=C(Cc1cccs1)NCCc1ccc(Cl)cc1	5.5%	-4.1%	13.6%
Cc1ccc(NC(=O)N2CCCC2C(=O)Nc2nnc(C(C)C)s2)cc1 (stereo unspecified)	4.0%	-0.4%	-0.4%
FC(F)(F)c1ccc(CN2CCCCCC2)cc1	-7.0%	0.0%	8.2%
O=C(NCCCn1ccnc1)c1ccc(Cl)c(Cl)c1	3.4%	-23.3%	-27.4%
Fc1ccc(-n2nc(-c3ccccc3)c3cnc4ccccc4c32)cc1Cl	2.5%	-1.9%	-9.8%
Cc1ccc(NC(=O)c2c(-c3c(F)cccc3Cl)noc2C)cc1F	0.0%	-15.6%	u
O=C(CSc1n[nH]c(-c2ccccc2)n1)NC1CCCCC1	3.6%[56.1 µM]	-4.4%	-6.6%
O=C(c1ccc(Cl)c(Cl)c1)N1CCN(c2ccccn2)CC1	2.5%	1.7%	-17.8%
Cc1cc(N2CCN(c3cccc(C(F)(F)F)c3)CC2)n2ncnc2n1	2.2%	-6.0%	23.1µM*
C=CCc1cccc2cc(C(=O)N3CCN(C(=O)c4ccccc4)CC3)c(=O)oc12	x	-4.0%	-27.1%
CCOC(=O)c1cnc(SC)nc1Sc1ccccc1	x	-2.2%	-24.9%
COc1ccc(OCCC(=O)OCC(=O)NC2CCCCC2)cc1	-0.2%	-0.4%	-12.7%
O=C(c1cnn(-c2ccc(F)cc2)c1-n1cccc1)N1CCN(c2ccc(F)cc2)CC1	5.6%	-4.7%	x
Cc1ccc(-c2noc(CCC(=O)N3CCCC3)n2)cc1	2.9%	3.9%	u
C=C(C)COc1ccc(-c2[nH]ncc2Oc2ccccc2OC)c(O)c1	4.1%	x	u
COc1cc(/C=N/Nc2ncnc3sc4c(c23)CCC4)ccc1O	4.6%	-2.3%	u
O=[N+]([O-])c1ccc(OCCO)c(P(=O)(c2ccccc2)c2ccccc2)c1	0.0%	-1.5%	-19.8%
Cc1ccc(NS(=O)(=O)c2ccc(-c3ccc(=O)[nH]n3)o2)cc1Cl	2.5%	-1.8%	0.3%
Cn1nc(C(C)(C)C)cc1C(=O)Sc1cccc(Br)c1	x	-1.6%	10.3µM*
CN1CCN(Cc2cc(COCc3ccccc3)c3cccnc3c2O)CC1	11.2%	-4.4%&19.0%	3.26µM*
CCOC(=O)C1CCCN(c2ncnc3c2[nH]c2cccc(OC)c23)C1 (stereo unspecified)	-4.8%	5.2%	x
COc1cc(C#Cc2ccc3cc(CCCO)oc(=O)c3c2)cc(OC)c1	0.1%	-1.2%	1.03µM*
S=C(NCC1CCCO1)N1CCc2ccccc2C1 (stereo unspecified)	0.4%	-1.3%	3.2%
Cc1c(NS(=O)(=O)c2cc(C(=O)O)ccc2Cl)c(=O)n(-c2ccccc2)n1C	x	-4.9%	-18.5%
CC(C)(C)c1ccc(C(=O)c2c[nH]c(C(=O)NCCCN3CCOCC3)c2)cc1	1.1%	-9.5%	18.4µM*
O=C(NC1CCCCC1)C1CCCN1C(=O)NCc1ccccc1 (stereo unspecified)	-3.3%	-1.5%	-6.9%
Other structures
SMILES	TDP1 inh	KAT2A inh	DT40 TDP1 no CPT
CCOC(=O)C1=C(C(F)(F)F)Nc2ncnn2C1c1ccc(OC)cc1OC (stereo unspecified)	3.1%	-0.5%	-32.0%
O=C(NC(=S)NCCO)c1sc2ccccc2c1Cl	5.1%	3.1%	-19.4%
COc1ccc(Nc2cc(C)nc(-n3nc(C)cc3C)n2)cc1	9.3%	-4.5%	0.184µM*
CCc1nnc(NC(=O)c2cc(-c3cccnc3)nc3ccccc23)s1	-7.7%	3.7%	u
Cc1ccccc1N1CCN(CCC(=O)Nc2ccc(F)cc2)CC1	x	u	u
Cc1ccccc1N1CCN(C(=O)c2ccccc2NC(=O)c2ccccc2C(=O)O)CC1	3.0%	12.0%	u
CCOC(=O)c1c(C)[nH]c(C)c1C(=O)COC(=O)Cc1n[nH]c(=O)c2ccccc12	3.6%	1.0%	3.9%
CC(=O)c1ccc(NC(=S)N2CCCC(CO)C2)cc1 (stereo unspecified)	2.7%	4.1%	-9.9%
O=C(NCc1cccnc1)c1cccn1-c1ncc(C(F)(F)F)cc1Cl	0.0%	-1.8%	u
CC1CN(C(=O)COC(=O)[C@@H]2CC(O)CN2S(=O)(=O)c2ccc3c(c2)OCCO3)CC(C)O1 (stereo partly specified)	5.4%	-6.0%	-14.4%
Fc1cccc(Cl)c1CSc1nnnn1-c1ccc2c(c1)OCO2	-9.4%	-5.7%	-27.0%
COCCNCCOc1ccc(C)cc1[N+](=O)[O-]	0.0%	-6.3%	-0.4%
CCC(CC)c1nnc(NC(=O)CCCN2C(=O)c3ccccc3C2=O)s1	4.9%	2.8%	-1.4%
CN(CCNC(=O)C1(O)c2ccccc2NC(=O)N1c1ccccc1)Cc1ccccc1 (stereo unspecified)	2.3%	0.8%	-13.0%
CS(=O)(=O)N(CC(=O)N1CCc2ccccc2C1)c1ccc(Cl)cc1F	x	29.9%	-15.5%
O=C(N=C1N=C2C=CC=CN2Cc2ccccc21)c1ccc(S(=O)(=O)N2CCCC2)cc1	x	-0.9%	u
CC1(C)CC(N=Cc2c(O)n(Cc3ccc4c(c3)OCO4)c(=O)c3ccccc23)CC(C)(C)N1	5.4%	-0.7%	7.31µM*
CCN(CC(=O)Nc1c(F)cccc1F)C(=O)CCN1C(=O)c2cccc([N+](=O)[O-])c2C1=O	-2.3%[0.505 µM]	-5.5%	10.3%
COc1cccc(CNC(=O)CCC2CCCN(C(=O)C3=CC(=O)CC(C)(C)O3)C2)c1 (stereo unspecified)	-2.8%	-1.4%	u
